WT yeast gro inh: growth inhibition of WT yeast, mitochondrial fusion screen; mitochondrial fusion phenotypic screen, WT strain; inhibition, % at 10 µM; hit rate 2.1% among 190,000; AID 1362; in the data active means inhibition above about 58%; tested in S. cerevisiae
PhoP inhibition: PhoP-dependent GFP reporter repression – Salmonella Typhimurium, primary screen (AID 1863); hit rate 0.16% among 300,000; inhibition, % at 50 µM; hits with a dose series show IC50 in µM; S. Typhimurium PhoP-regulated promoter GFP reporter, 4 h; higher % means a stronger effect;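 active means inhibition over 29.93%, a cutoff 3 SD above the screen mean, later confirmed by dose response; inconclusive means inhibition over 29.93% but no dose response follow-up; inactive means inhibition at most 29.93% or unconfirmed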;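 further: 0% = low Mg2+ inducing control and 100% = high Mg2+ repressing control; strong numbers were not always called active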
Myeloid diff MLP: myeloid differentiation induction; ER-HoxA9 myeloid progenitors, lysozyme-GFP differentiation, flow cytometry; calls only at 10 µM; hit rate 1% among 360,000;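 active means normalized GFP-positive differentiation at or above the plate's own cutoff, the solvent-only control mean plus 3 SD; inconclusive means no clear call, values can overlap the other calls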;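 further: cells exposed to compound for four days before flow analysis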
West Nile antiviral: inhibition of WNV-induced cytopathic effect – cell-based, CPE readout (AID 1621). CPE inhibition, % at 10 µM; hits with a dose series show IC50 in µM. West Nile virus-infected cells, CPE inhibition; higher % means a stronger effect. hit rate 0.02% among 290,000; in the data active means a potency from the dose series; inconclusive means CPE inhibition mostly from about 3.7% at the one dose, without a potency; inactive means the rest, 99 in 100 with CPE inhibition below about 2.2%; further: strong numbers were not always called active
bCat nuc transl: modulators of beta-catenin nuclear translocation; HeLa beta-catenin nuclear translocation, immunofluorescence imaging; nuclear translocation activity, % at 5 µM; hit rate 0.3% among 190,000; AID 1665;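 active means nuclear translocation activity above 50% at 5 µM, with a well cell count of 50 or more; inconclusive means wells under 50 cells across six images, flagged as toxic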;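 further: per-cell ratio of nuclear to cytoplasmic median beta-catenin stain intensity; plate controls were DMSO negative control for no effect and GSK-3 inhibitor IX positive control for full effect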
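System: Human HeLa cells, endogenous beta-catenin | Compound dosing: 5 µM primary, 0.02–20 µM confirmation | Timing: 24 h compound exposure at 37°C, 5% CO2 | Measured by: Fluorescence imaging of beta-catenin antibody stain plus DAPI | Read-out basis: % activation of per-cell nuclear versus cytoplasmic median beta-catenin signal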
RSV antiviral HEp-2: inhibition of RSV-induced cytopathic effect – HEp-2 cells, primary 10 µM value included (AID 2391). HEp-2 cells, RSV-induced CPE inhibition; higher % means a stronger effect. CPE inhibition, % at 10 µM, or IC50 in µM where a hit was titrated. hit rate 0.13% among 310,000; in the data active means a potency from the dose series; inconclusive means CPE inhibition mostly from about 23% at the one dose, without a potency; inactive means the rest, 99 in 100 with CPE inhibition below about 21%; further: strong numbers were not always called active
T cell HTS: modulates CD8 T cell binding to vesicles; AID 2052; 2C CD8+ T cell-vesicle binding, flow cytometry; stronger effect = lower value; hit rate 0.068% among 330,000; calls only at 7 µM;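 active means response, share of CD8 T cells binding vesicles, and their 90th percentile fluorescence all below set limits, cut at about 80% in these data, passing the limit was not always enough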
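Test system: purified 2C TCR transgenic mouse naive CD8+ T cells. Probe or stimulus: QL9-peptide-loaded Drosophila micro-vesicles bearing Ld, ICAM-1 and B7-1. Incubation: binding step 1.5 h, 37 °C, antibody labelling 20 min, ice. Measured by: flow cytometry of vesicle-bound cells.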
SV40 large T antigen: TAg ATPase/helicase activity blockers – biochemical (AID 1903); SV40 large T antigen ATPase/helicase inhibition assay; higher % means a stronger effect; one-dose inhibition, % at 20 µM; IC50 in µM for titrated hits; hit rate 0.39% among 310,000; in the data active means a potency from the dose series; inconclusive means inhibition mostly from about 32% at the one dose, without a potency; inactive means the rest, 99 in 100 with inhibition below about 32%; further: strong numbers were not always called active
MgcRacGAP inhibition: MgcRacGAP GTPase-activating activity inhibitors, confirmation, biochemical, ADP Hunter fluorescence; inhibition, % at 30 µM, or IC50 in µM where a hit was titrated; hit rate 0.6% among 340,000; AID 624330; MgcRacGAP-stimulated Rac1 GTP hydrolysis, ADP Hunter fluorescence; higher % means a stronger effect; GST-tagged Rac1 F28L mutant substrate;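 active means first-screen hits whose inhibition reached a set limit at any dose in the follow-up dose series; inconclusive means inhibition above the set first-screen limit but never retested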;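 further: fluorescence reports GDP produced by GAP-driven GTP hydrolysis; strong numbers were not always called active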
WT yeast gro inh mutant strain: second read-out of WT yeast gro inh, no call of its own (marks repeat the call); inhibition, %; mitochondrial fusion phenotypic screen, mutant strain inhibition
bCat nuc transl cell count 5 µM: second read-out of bCat nuc transl, no call of its own (marks repeat the call); cell count; measured here: cell count, cytotoxicity flag
T cell HTS vesicle-bound %: also measured in T cell HTS; calls as there; double positive events, %; measured here: CD8+ vesicle-bound cell fraction;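 binding gate set so that unloaded-vesicle control wells show 10% double positive cells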
Myeloid diff MLP GFP+ MAC1+ %: further read-out of Myeloid diff MLP, marked with its call; GFP+ MAC1+ double positive, %; measured here: differentiation confirmed by MAC1 staining
* = called active by the depositor; i = inactive; ? = inconclusive; · = no result given; & = joins results of further samples.

SMILES | WT yeast gro inh | WT yeast gro inh mutant strain | PhoP inhibition | Myeloid diff MLP | Myeloid diff MLP GFP+ MAC1+ % | West Nile antiviral | bCat nuc transl | bCat nuc transl cell count 5 µM | RSV antiviral HEp-2 | T cell HTS | T cell HTS vesicle-bound % | SV40 large T antigen | MgcRacGAP inhibition
Cc1c(/C=N/NC(N)=O)c2ccccn2c1C(=O)c1ccncc1 | · | · | -6% | i | 0.3 | 0.1% | -1.0 | 1270 | -0.3% | i | 32 | 15% | 13%
CC(OC(=O)CCNS(=O)(=O)c1cccs1)C(=O)Nc1ccc(S(N)(=O)=O)cc1 (stereo unspecified) | · | · | · | i | 1.5 | · | · | · | 1.5% | i | 38 | · | 5%
O=C(Nc1ccccc1)c1cccc(S(=O)(=O)Oc2ccc([N+](=O)[O-])cc2)c1 | 19 | 9 | 10% | i | 0.3 | 0.0% | 11 | 761 | 17% | i | 60 | 1% | 7%
O=S(=O)(NC1C2CC3CC(C2)CC1C3)c1ccccc1 (stereo unspecified) | · | · | · | i | 0.2 | · | · | · | 0.9% | i | 37 | · | 3%
CN1[C@@H](CC(=O)c2ccccc2)CCC[C@H]1C[C@H](O)c1ccccc1 | -4&-1 | -3&8 | 4%&-6% | i | 2.5 | · | -0.7&-2.9 | 579&1133 | · | i | 6 | 5%&11% | 4%
CC(C)(C)N(Cc1ccccc1)C(=O)CSc1nc2ccccc2c(=O)[nH]1 | -1 | -17 | -3% | i | 2.3 | -0.2% | -4.6 | 1209 | -2.2% | i | 11 | 19% | 8%
Cc1nnc(SCCn2c(N3CCC(C)CC3)nc3c2c(=O)n(C)c(=O)n3C)s1 | · | · | · | i | 7.1 | -0.3% | · | · | -0.1% | i | 54 | · | -2%
COc1ccc(C)cc1NC(=O)CNC(c1ccccc1)c1ccccc1 | · | · | 2% | i | 0.3 | -0.6% | · | · | 7.3% | i | 18 | -3% | 2%
C=CCn1c(O)c(N=NC(=O)CNC(=O)/C=C/c2ccc(OC)cc2)c2ccccc21 | · | · | -6% | i | 0.4 | -0.6% | 1.4 | 1342 | 4.0% | i | 17 | 1% | 14%
COC(=O)Cc1ccc(NC(=S)NCCCO)cc1 | · | · | 10% | i | 0.7 | 0.1% | 2.7 | 915 | -0.3% | i | 35 | -3% | 5%
O=S(=O)(c1ccc(Cl)nc1)N(Cc1ccccc1)Cc1ccccc1 | 2 | 2 | -9% | i | 0.5 | -0.4% | -0.8 | 1111 | 0.5% | i | 6 | 14% | 9%
Cc1ccc(NC(=O)COc2ccc(CCO)cc2-n2nc3ccccc3n2)cc1C | 24 | 2 | 3% | i | 0.1 | -1.7% | 6.7 | 1141 | ? | i | 31 | -2% | 11%
COc1ccc(CC(=O)N/N=C(\C)CC(=O)Nc2ccc(N(C)C)cc2)cc1 | · | · | 7% | i | 0.5 | 0.2% | · | · | 0.6% | i | 32 | ? | 29%
O=C(N/C(=C/c1ccc(Cl)cc1)C(=O)N1CCCC1)c1ccccc1 | · | · | -1% | i | 0.7 | -0.3% | 0.8 | 1380 | -0.9% | i | 16 | 22% | 13%
CC(C)=CC(=O)OCC(=O)Nc1ccccc1Cl | 5 | 9 | -4% | i | 1.1 | 0.2% | -0.6 | 1139 | -0.3% | i | 60 | 9% | 9%
C[C@@H]1CCC(=O)N(CC[C@H](Sc2ccccc2)c2ccccc2)CC1 | · | · | · | i | 1.9 | -0.2% | · | · | -1.1% | i | 39 | 11% | 5%
NNc1nc(-c2ccccc2)cc(-c2ccccc2O)n1 | 10 | 3 | -1% | i | 1.9 | 1.3% | · | · | 1.6% | i | 54 | 2% | 1%
CC(C)c1ccc(C(=O)CSc2ncn[nH]2)cc1 | 2 | -18 | 4% | · | · | -0.1% | -4.0 | 984 | 1.1% | i | 17 | 10% | 8%
O=C(COC(=O)c1ccccc1Cl)NCCC1=CCCCC1 | 14 | 3 | 1% | i | 0.1 | 1.0% | -5.5 | 1112 | 2.4% | i | 6 | 16% | 5%
Cc1ccc(C)c(NC(=S)NNC(=O)c2csc(C)c2)c1 | -2 | -14 | 9% | i | 0.8 | 0.0% | · | · | 3.6% | i | 40 | 7% | 11%
c1ccc2c(c1)[nH]c1c(N3CCOCC3)ncnc12 | -2 | 4 | 4% | i | 4.9 | -0.2% | -1.4 | 1072 | 5.7% | i | 6 | 12% | 14%
CC(C)(C)c1ccc(S(=O)(=O)NCCc2ccncc2)cc1 | · | · | 9% | i | 0.7 | -0.5% | 5.0 | 1442 | 0.7% | i | 40 | 8% | -1%
COC(=O)c1cc(=O)n(Cc2ccc(F)cc2)c(=Nc2ccccc2)s1 | · | · | -3% | i | 0.3 | 0.9% | -0.8 | 1340 | ? | i | 18 | 15% | 3%
CN1CCN(Cc2nc3ccccc3c(=O)n2Cc2nc(-c3ccc([N+](=O)[O-])cc3)cs2)CC1 | -5 | -15 | 11% | i | 4.2 | -1.2% | -1.7 | 1108 | -0.2% | i | 50 | 7% | 2%
CSc1ncc(Cl)c(C(=O)Nc2cccnc2)n1 | · | · | -6% | i | 0.5 | 0.8% | · | · | -0.2% | · | · | 10% | 7%

Further entries follow:
SMILES | WT yeast gro inh | WT yeast gro inh mutant strain | PhoP inhibition | Myeloid diff MLP | Myeloid diff MLP GFP+ MAC1+ % | West Nile antiviral | bCat nuc transl | bCat nuc transl cell count 5 µM | RSV antiviral HEp-2 | T cell HTS | T cell HTS vesicle-bound % | SV40 large T antigen | MgcRacGAP inhibition
Cc1cc(-c2ccc(Cl)cc2)c2cnn(C(C)C)c2n1 | · | · | 1% | i | 0.3 | 0.7% | · | · | -3.6% | i | 10 | 0% | 11%
C[C@H](NC(=O)C1CC(=O)N(c2ccc3c(c2)OCO3)C1)C(=O)NCc1ccco1 (stereo partly specified) | · | · | -5% | i | 3.5 | -0.2% | · | · | 0.7% | i | 27 | 7% | 5%
COc1ccc(NC(=O)c2nn(C)c3c2CS(=O)(=O)c2ccccc2-3)cc1 | · | · | -5% | i | 1.0 | -0.3% | · | · | 4.2% | i | 19 | 0% | 2%
Cc1noc(C)c1S(=O)(=O)N1CCCC(C(=O)N2CCC(C)CC2)C1 (stereo unspecified) | -15 | -11 | -6% | i | 0.9 | -0.1% | -3.0 | 983 | 2.6% | i | 42 | 0% | -6%
COC(=O)CSc1nnc(-c2cccnc2)n1C | -1 | -9 | 9% | i | 0.2 | -0.3% | -0.3 | 1118 | 1.3% | i | 56 | -1% | 2%
CCc1ccc(C(=O)Nn2cnc3ccccc3c2=O)cc1 | · | · | 13% | i | 0.3 | -0.4% | · | · | 1.6% | i | 44 | 2% | 9%
CCOc1cc(/C=C/c2nc3ccccc3c(=O)[nH]2)ccc1O | · | · | 9% | i | 0.1 | 0.5% | · | · | 0.9% | i | 47 | 20% | 11%
Cc1c(C(=O)N2CCCc3ccccc32)oc2ccc(S(=O)(=O)N3CCOCC3)cc12 | -15 | -7 | -6% | i | 1.3 | 0.2% | -3.3 | 992 | 5.8% | i | 55 | -2% | 7%
Cc1ccc(OCC(=O)Nc2ccc(S(=O)(=O)N3CCOCC3)cc2)c([N+](=O)[O-])n1 | -2 | -7 | -4% | i | 0.2 | -1.4% | -1.4 | 1044 | -0.6% | i | 68 | 27% | 4%
CCC1CCc2c(sc(NC(=O)C3c4ccccc4Oc4ccccc43)c2C(N)=O)C1 (stereo unspecified) | 19 | -2 | 13% | i | 0.6 | -0.3% | -0.7 | 1168 | 0.9% | i | 43 | 7% | 8%
CC1CCN(CC(O)COc2ccc(F)cc2)CC1 (stereo unspecified) | 11 | 0 | -10% | i | 1.8 | 0.2% | · | · | -0.6% | i | 42 | 3% | 3%
CN(C)C(C)(C)C#CCC(c1ccccc1)c1ccccc1 | 5 | 9 | -9% | i | 0.4 | -1.7% | -0.3 | 1109 | -1.1% | i | 49 | 6% | 6%
Cc1ccc(C(=O)Nc2ccncc2)c(Cl)c1 | · | · | 5% | i | 1.0 | -1.6% | · | · | 9.0% | i | 45 | 7% | 4%
O=c1oc2cc(O)ccc2c2oc3cc(O)ccc3c12 | 1 | -26 | 5% | i | 2.1 | 0.0% | -1.1 | 402 | -0.6% | i | 42 | ? | 32µM*
CC(=O)Nc1ccc(S(=O)(=O)N(C)CC(=O)OC(C)C(=O)N(C)C2CCCCC2)cc1 (stereo unspecified) | · | · | 6% | i | 0.6 | -0.3% | · | · | 3.2% | i | 34 | 24% | 5%
CN(C)Cc1c(C#N)c2ccccc2n1C | -6 | 9 | 11% | i | 5.6 | -0.1% | -6.5 | 1039 | 0.9% | i | 7 | -2% | 0%
CCNc1nc(CC)nc2c1oc1ccccc12 | 19 | 37 | -3% | i | 0.6 | -0.8% | -2.3 | 1165 | -0.1% | i | 35 | 24% | 1%
CC(C)CCNC(=O)c1cc(-c2ccco2)nc2ccccc12 | 10 | 10 | -1% | i | 1.8 | 2.6% | -0.8 | 1078 | 2.8% | i | 16 | 0% | 8%
O=C(O)CCn1c(=O)[nH]c2ccccc2c1=O | -2 | 1 | -9% | i | 0.8 | 0.2% | 0.2 | 955 | -0.6% | i | 41 | 8% | 11%
O=S(=O)(Nc1nnc(C(F)(F)F)s1)c1ccc(Cl)cc1 | · | · | 8% | · | · | 0.0% | · | · | 0.2% | i | 58 | 7% | 7%
Cc1cccc(N(C(=O)CCC(=O)Nc2ccccn2)C(C(=O)NC(C)C)c2ccc(O)cc2)c1 (stereo unspecified) | -2 | 15 | 1% | i | 0.7 | 0.7% | -3.8 | 786 | 3.7% | i | 40 | 7% | -4%
C=CCn1c(SCC(=O)NC2CCCC2)nnc1-c1ccccn1 | · | · | -3% | i | 0.3 | -0.7% | · | · | 1.0% | i | 16 | 26% | -3%
N#Cc1c(F)cccc1NCc1cccs1 | · | · | -3% | i | 0.7 | -0.6% | -0.6 | 1176 | 1.5% | i | 22 | 5% | 14%
CCOc1ccc(NC(=O)CSc2nccn2Cc2ccco2)cc1 | · | · | -2% | i | 1.3 | -0.3% | · | · | 0.1% | i | 66 | 28% | 8%
